# Assay outcomes: PubChem BioAssay, Johns Hopkins Ion Channel Center
# KCNK3 inh: human KCNK3 channel inhibition, primary screen. 340,000 compounds, 0.84% hits. O14649. B-score at 10 µM. AID 602410. CHO-KCNK3 thallium flux, FluxOR fluorescence; active compounds read low;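 active = B-score under library mean minus 4 SD, starting fluorescence ratio at most library mean plus 5 SD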;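 also: more negative B-score means stronger inhibition of thallium flux through KCNK3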
# Target sequence (O14649 whole entry, looked up): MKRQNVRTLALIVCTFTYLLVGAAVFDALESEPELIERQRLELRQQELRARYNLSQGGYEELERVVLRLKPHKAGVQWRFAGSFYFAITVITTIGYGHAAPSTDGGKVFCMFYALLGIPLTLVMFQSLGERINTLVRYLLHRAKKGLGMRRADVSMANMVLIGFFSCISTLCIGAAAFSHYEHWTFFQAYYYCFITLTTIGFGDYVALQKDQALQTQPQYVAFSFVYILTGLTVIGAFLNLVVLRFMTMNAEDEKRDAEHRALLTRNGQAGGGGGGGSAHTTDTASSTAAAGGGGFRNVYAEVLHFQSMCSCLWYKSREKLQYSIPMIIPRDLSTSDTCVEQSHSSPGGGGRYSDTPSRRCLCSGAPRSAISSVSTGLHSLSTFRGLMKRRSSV
# TMEM16A act: mouse TMEM16A channel activation, primary screen | 340,000 compounds, 0.3% hits | HEK293 TMEM16A/YFP-H148Q/I152L, iodide quench fluorescence; active compounds read low | Q8BHY3 | B-score at 10 µM | AID 623877;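 active = fluorescence-ratio B-score plate-corrected deviation score at least 3 library SD below zero, with starting fluorescence score within 5 deviations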;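 also: channel opened by trigger with iodide after compound preincubation; score built on the fluorescence ratio of max minus min over baseline; more negative score means more quench and so TMEM16A activation or potentiation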
# hERG protect: hERG (human) protection from proarrhythmic block; Q12809; CHO-hERG, FluxOR thallium flux, dofetilide IC70 present; activation (rescue from dofetilide block), less the hit threshold, % at 10 µM; 310,000 compounds, 0.51% hits; AID 1511;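 active = activation above the mean of controls blocked by dofetilide plus 5 SD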;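 also: thallium influx through hERG after potassium depolarization seen as dye fluorescence rise; in these data hits start at about 4.7%; inactives centre near -7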
# KCNQ1 pot: potentiators or activators of human KCNQ1 potassium channel. 310,000 compounds, 0.35% hits. P51787. B-score at 10 µM. CHO-K1 KCNQ1, thallium flux FluxOR fluorescence; active compounds read high;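 active = fluorescence ratio B-score, a plate-corrected score, at least three library SD, with initial intensity B-score within 5 SD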
#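 Test system: CHO-K1 cells stably expressing KCNQ1 / Medium: assay buffer / Also added: depolarizing K+/Tl+ stimulus, K2SO4 and Tl2SO4 each 12.5 mM in 5x stock / Incubation: 90 min dye loading and 20 min compound exposure, both at room temperature / Signal: thallium influx via FluxOR fluorescence, kinetic imaging / Evaluation: B score of baseline-normalized fluorescence ratio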
# TMEM16A inh: mouse TMEM16A channel inhibition, primary screen. HEK293 TMEM16A/YFP iodide influx fluorescence, ionomycin. normalized B-score (activity score, 25-100; higher = stronger inhibition) at 10 µM. 310,000 compounds, 1.2% hits;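 active = ratio plate-corrected score three or more library SD toward inhibition, starting fluorescence score within five deviations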;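 also: score derived from kinetic fluorescence span divided by baseline fluorescence per well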
# KCNQ1 block: blocks the human KCNQ1 potassium channel. CHO-K1 KCNQ1, FluxOR thallium flux fluorescence; active compounds read high. AID 2642. 310,000 compounds, 1.3% hits. P51787. B-score at 10 µM;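 active = compounds whose thallium flux B-score, printed positive for inhibition, exceeds three library SD while starting fluorescence stays within three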;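 also: channel opened by potassium depolarization with thallium stimulus after 20 min compound exposure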
# RGS4 inh: inhibitors of human RGS4; P49798; HEK293 M3R/RGS4 inducible, Fluo-4 calcium flux; active compounds read high; triggered by carbachol at its EC20; B-score at 10 µM; 310,000 compounds, 0.45% hits; AID 463165;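 active = B-score, a plate-corrected calcium signal, over three deviations above library mean, with baseline fluorescence within five deviations of library mean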;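 also: RGS4 expression induced by doxycycline in cells with stable M3 receptor; B-score is computed from the integrated fluorescence ratio over baseline after carbachol; higher B-score means a larger calcium signal and so more RGS4 inhibition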
# KCNK9 block: human KCNK9 channel inhibition. HEK293 KCNK9, FluxOR thallium flux fluorescence; active compounds read low. 310,000 compounds, 1.2% hits. Q9NPC2. B-score at 10 µM;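 active = ratio B-score over 3 SD below the library mean, with starting fluorescence within 5 SD of its mean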;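 also: negative B-score means less thallium flux so channel inhibition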
# Target sequence (Q9NPC2 whole entry, looked up): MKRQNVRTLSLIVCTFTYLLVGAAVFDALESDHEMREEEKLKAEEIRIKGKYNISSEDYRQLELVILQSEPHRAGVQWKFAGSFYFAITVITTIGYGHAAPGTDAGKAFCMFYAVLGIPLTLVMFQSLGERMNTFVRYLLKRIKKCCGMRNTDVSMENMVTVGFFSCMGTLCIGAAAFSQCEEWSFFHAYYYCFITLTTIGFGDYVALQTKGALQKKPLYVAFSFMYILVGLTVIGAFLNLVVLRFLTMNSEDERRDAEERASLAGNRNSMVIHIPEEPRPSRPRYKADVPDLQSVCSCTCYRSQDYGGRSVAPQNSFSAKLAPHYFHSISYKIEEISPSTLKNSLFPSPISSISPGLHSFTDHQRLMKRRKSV
# MrgX1 PAM: human MrgX1 positive allosteric modulation, primary screen; MrgX1-HEK293, Fluo-4 calcium flux, FDSS; active compounds read high; Q96LB2; B-score at 10 µM; 310,000 compounds, 0.63% hits;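 active = plate-corrected calcium response at least 3 library SD above typical, normal starting fluorescence, not activating the receptor alone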;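 also: compound read alongside a low EC10 to EC30 dose of BAM8-22 agonist; peak minus trough fluorescence over baseline measured at the second addition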
# Target sequence (Q96LB2 whole entry, looked up): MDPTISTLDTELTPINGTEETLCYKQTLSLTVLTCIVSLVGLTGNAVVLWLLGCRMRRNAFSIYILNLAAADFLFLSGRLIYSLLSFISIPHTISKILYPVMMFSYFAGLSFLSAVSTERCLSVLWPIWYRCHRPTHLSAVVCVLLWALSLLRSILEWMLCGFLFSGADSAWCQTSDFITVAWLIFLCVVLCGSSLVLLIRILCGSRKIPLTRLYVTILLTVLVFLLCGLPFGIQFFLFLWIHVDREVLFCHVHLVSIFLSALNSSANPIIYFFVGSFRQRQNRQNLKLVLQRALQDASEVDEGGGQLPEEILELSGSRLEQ
# RGS4 pot: RGS4 potentiation or activation. 310,000 compounds, 0.92% hits. AID 463111. B-score at 10 µM. HEK293 M3R/inducible RGS4, carbachol calcium flux Fluo4; active compounds read low;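 active = B-score of the integrated calcium signal more than 4 SD below the library mean, with starting fluorescence not abnormally high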;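 also: negative B-score means reduced calcium response which marks RGS4 activation or potentiation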
#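 test system = M3R-expressing HEK293 line, RGS4 induced by doxycycline | probe or stimulus = carbachol at ECmax as muscarinic agonist stimulus | timing = dye loading 30 min 37 °C, buffer rest 30 min RT | signal = calcium dye Fluo4 fluorescence | evaluation = B score from integrated fluorescence ratio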
# MrgX1 agonist: agonists of human MrgX1 receptor | MrgX1-HEK293 cells, Fluo-4 calcium fluorescence, agonist mode; active compounds read high | B-score at 10 µM | 310,000 compounds, 0.44% hits;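 active = calcium response B-score plate-corrected fluorescence ratio at least 3 library SD, with starting fluorescence B-score inside 5 SD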
#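 Material: MrgX1-expressing HEK293 cells; input: 15,000 cells per well; doses: test compound given as first of three sequential additions; schedule: overnight plating before 1 h dye loading; technique: Fluo-4 NW calcium-flux fluorescence, kinetic read; evaluation: baseline-normalised fluorescence change ratio, B-scored; control set: plate-wise positive and negative controls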
# * = called active by the depositor; i = inactive; . = not tested or not shown. Compounds were not picked by outcome; any-hit rate near 6.3%.
# Below each compound: KCNK3 inh, TMEM16A act, hERG protect, KCNQ1 pot, TMEM16A inh, KCNQ1 block, RGS4 inh, KCNK9 block, MrgX1 PAM, RGS4 pot, MrgX1 agonist
1. C=COC(=O)CSc1snc(SCC(=O)OC)c1C#N
→ i, i, -15, i, i, i, i, i, i, i, i
2. Cc1ccc(N/N=C2\CC(=O)c3ccccc32)cc1Cl
→ ., ., -9, i, i, i, i, i, i, i, i
3. CC(=O)c1ccc(COC(=O)c2ccccc2NC(=O)C(C)C)cc1
→ ., ., -13, i, i, i, i, i, i, i, i
4. COc1ccc(NC(=O)CC2SC(=O)NC2=O)cc1 (stereo not drawn)
→ i, i, -9, i, i, i, i, i, i, i, i
5. Cc1cccc(C)c1NC(=O)Cn1c(CN2CCCCC2)nc2ccccc2c1=O
→ i, i, -9, i, i, i, i, i, i, i, i
6. Cc1ccc2c(c1)N(C(=O)CCC(=O)NC1CCC(C)CC1)CCO2 (stereo not drawn)
→ i, i, -8, i, i, i, i, i, i, i, i
7. Cc1ccc(/C=C/C(=O)Oc2ccc(C#N)cc2)o1
→ ., ., -10, i, i, i, i, i, i, i, i
8. CC1(C)Cc2c(cnn2-c2cccc(F)c2)C(NC(=O)C2CCOCC2)C1 (stereo not drawn)
→ i, i, -12, i, i, i, i, i, i, i, i
9. Cc1cc(Cl)c(C(=O)Nc2cccc(C(F)(F)F)c2)c(C)n1
→ i, i, -5, i, i, i, i, i, i, i, i
10. CCOc1ccc(N(CC(=O)NC2CCCC2)S(=O)(=O)c2c(C)[nH]c(=O)[nH]c2=O)cc1
→ i, i, -8, i, i, i, i, i, i, i, i
11. CC1(C)NC(=O)N(CCOc2ccc3c(c2)CCC3)C1=O
→ i, i, -7, i, i, i, i, i, i, i, i
12. Cc1cc2oc(=O)cc(CN3CCOCC3)c2cc1Cl
→ i, i, -3, i, i, i, i, i, i, i, i
13. COc1ccc(N2CCOCC2)c(NC(=O)c2cc3ccccc3o2)c1
→ i, i, -5, i, i, i, i, i, i, i, i
14. COc1ccc(CNS(=O)(=O)c2cc(CN3C(=O)c4cccnc4C3=O)ccc2OC)cc1
→ i, i, -7, i, i, i, i, i, i, i, i
15. O=c1c2c3c(sc2nc2n1CCCC2)CCC3
→ i, i, -5, i, i, i, i, i, i, i, i
16. Cc1[nH]c2ccccc2c(=O)c1CN1CCCCCC1
→ i, i, -3, i, i, i, i, i, i, i, i
17. CCc1ccccc1NC(=O)CSc1nnc(-c2ccncc2)o1
→ i, i, -8, i, i, i, i, i, i, i, i
18. Cc1ccc(C(=O)OCC(=O)Nc2nc(-c3ccccc3)cs2)cc1NC(=O)c1ccco1
→ i, i, -31, i, i, i, i, i, i, i, i
19. COc1ccc(OC)c(NC(=O)C2CCN(Cc3cnn(-c4ccccc4)c3-n3cccc3)CC2)c1
→ i, i, -5, i, i, i, i, i, i, i, i
20. Nn1c(SCc2ccc([N+](=O)[O-])cc2)nc2ccccc2c1=O
→ i, i, 0, i, i, i, i, i, i, i, i
21. CCOC(Cn1ccc(=O)[nH]c1=O)OCC
→ i, i, -7, i, i, i, i, i, i, i, i
22. COc1ccc(C(=O)Nc2cccc(-c3cnc4ccccc4n3)c2)cc1
→ i, i, -5, i, i, i, i, i, i, i, i
23. O=C(NC(=S)NNC(=O)c1ccccc1O)c1ccco1
→ i, i, -23, i, i, i, i, i, i, i, 30*
24. CCCN1CN=C(Nc2nc3ccccc3o2)NC1
→ i, i, -1, i, i, i, i, i, i, i, i
25. CC(C)NC(=O)c1cc(=O)n(C)c(=O)n1C
→ i, i, -13, i, i, i, i, i, i, i, i
26. COc1ccc(N(CC(=O)Nc2cccc(C(F)(F)F)c2)S(C)(=O)=O)cc1
→ i, i, -6, i, i, i, i, i, i, i, i
27. COc1ccc(CN(C)C(=O)Cc2c[nH]c3ccccc23)cc1
→ i, i, -6, i, i, i, i, i, i, i, i
28. CCOC(=O)C1CCCNC1=O (stereo not drawn)
→ i, i, -7, i, i, i, i, i, i, i, i
29. O=C(/C=C/c1cccs1)c1ccc(NC(=O)c2ccccc2F)cc1
→ i, i, -14, i, i, i, i, i, i, i, i
30. COc1cccc2c(=O)n(CC(=O)N3CCCCCC3)ccc12
→ i, i, -2, i, i, i, i, i, i, i, i
31. O=C1CN(C(=O)CSc2nc(-c3ccc(Cl)cc3)cs2)c2ccccc2N1
→ i, i, -12, i, i, i, i, i, i, i, i
32. CCOC(=O)C1(CCc2ccccc2)CCN(C(=O)CCc2cnccn2)CC1
→ i, i, -11, i, i, i, i, i, i, i, i
33. CCNC(=O)c1cc(Br)ccc1Cl
→ i, i, -8, i, i, i, i, i, i, i, i
34. O=C(NCc1ccccc1)C1=C[C@H](c2ccc(C(F)(F)F)cc2)C[C@H](OCc2ccc(CO)cc2)O1
→ i, i, -6, i, i, i, i, i, i, i, i
35. O=C(COc1ccc(S(=O)(=O)N2CCCCC2)cc1)NC1CCCCC1
→ i, i, -6, i, i, i, i, i, i, i, i
36. CN(CC(=O)Nc1cccc(F)c1)C(=O)c1csc2c1CCCC2
→ i, i, -13, i, i, i, i, i, i, i, i
37. O=C(Nc1ccc([N+](=O)[O-])cc1)c1ccc(Cn2cc([N+](=O)[O-])cn2)cc1
→ i, i, -6, i, i, i, i, i, i, i, i
38. Cc1ccc(NC(=O)Cc2c(Cl)cccc2Cl)cc1S(=O)(=O)N(C)C
→ i, i, -2, i, i, i, i, i, i, i, i
39. CCN1C(=O)N(CN2CCOCC2)C2C1N(CN1CCOCC1)C(=O)N2CC (stereo not drawn)
→ i, i, -6, i, i, i, i, i, i, i, i
40. Cc1ccccc1CN1CCN(CC(=O)NCc2ccccn2)C1=O
→ i, i, -6, i, i, i, i, i, i, i, i
41. O=[N+]([O-])c1ccc(-c2cn3c(n2)CCC3)cc1
→ i, i, -2, i, i, i, i, i, i, i, i
42. COc1cccc(CNCc2ccc3c(c2)OCO3)c1
→ i, i, -1, i, i, i, i, i, i, i, i
43. C=CCN1C(=O)C(CC(=O)NCC)SC1=Nc1cc(Cl)ccc1Cl (stereo not drawn)
→ i, i, -4, i, i, i, i, i, i, i, i
44. Cn1c(Oc2ccc(F)cc2F)c(C=O)c2ccccc21
→ i, i, -29, i, i, i, i, i, i, i, i
45. Cc1nc(NS(=O)(=O)c2ccccc2)sc1NC(=O)Nc1ccc(Cl)cc1
→ i, i, -14, i, i, i, i, i, i, i, i
46. CCOC(=O)C1(Cc2ccc(OC)cc2)CCN(C(=O)c2ccc3[nH]ccc3c2)CC1
→ i, i, -18, i, i, i, i, i, i, i, i
47. COc1cc(Br)cc(CN2CCN(C/C=C/c3ccccc3)CC2)c1O
→ i, i, -18, i, i, i, i, i, i, i, i
48. COC1(OC)C(=N/O)/C(=N\O)CCC1O (stereo not drawn)
→ i, i, -2, i, i, i, i, i, i, i, i
49. CCCN1CNC(=S)N(CC2CCCO2)C1 (stereo not drawn)
→ i, i, -4, i, i, i, i, i, i, i, i
50. CC(C)(C)NC(=O)CCN1CCOCC1
→ i, i, 0, i, i, i, i, i, i, i, i
51. O=C(Nc1ccc(N2CCCCC2)cc1)c1cc([N+](=O)[O-])cc([N+](=O)[O-])c1
→ i, i, -8, i, i, i, i, i, i, i, i
52. Cc1cc(C(=O)CCC(=O)N(C)CC(=O)Nc2ccccc2Br)c(C)s1
→ i, i, -9, i, i, i, i, i, i, i, i
53. COc1cccc(CN2CCN(c3ccc(F)cc3)C2=O)c1
→ i, i, -1, i, i, i, i, i, i, i, i
54. O=C(O)CCSc1ncnc2sc(-c3ccccc3)cc12
→ i, i, 6.6*, 14*, i, i, i, i, i, i, i
55. COCCNC(=O)C(c1cccs1)N(C(=O)Cn1nnc2ccccc21)c1ccc2c(c1)OCO2 (stereo not drawn)
→ i, i, -2, i, i, i, i, i, i, i, i
56. N#CCCN(Cc1cccnc1)C(=O)Nc1cccc(Cl)c1
→ i, i, -4, i, i, i, i, i, i, i, i
57. CC1CCC(NC(=O)CCS(=O)(=O)c2ccc3c(c2)oc(=O)n3C)CC1 (stereo not drawn)
→ i, i, -4, i, i, i, i, i, i, i, i
58. C/C(=N\NC(=S)Nc1ccc(F)cc1)C1CC1
→ i, i, -12, i, i, i, i, i, i, i, i
59. CCn1c(CNc2ccc(F)cc2)nnc1SCC#N
→ i, i, -4, i, i, i, i, i, i, i, i
60. CCSc1nnc(NC(=O)COc2ccc(Cl)cc2)s1
→ i, i, -12, i, i, i, i, i, i, i, i

# Next section:
# Below each compound: KCNK3 inh, TMEM16A act, hERG protect, KCNQ1 pot, TMEM16A inh, KCNQ1 block, RGS4 inh, KCNK9 block, MrgX1 PAM, RGS4 pot, MrgX1 agonist
61. Cc1cc(C)cc(OCC(=O)N/N=C\c2cn(C)nc2C)c1
→ i, i, -5, i, i, i, i, i, i, i, i
62. CCOC(=O)C1CCCN(c2c(Nc3ccc(OCC)cc3)c(=O)c2=O)C1 (stereo not drawn)
→ i, i, -5, i, i, i, i, i, i, i, i
63. O=C(CSc1nc(-c2ccccc2Cl)ns1)NCc1ccco1
→ i, i, -8, i, i, i, i, i, i, i, i
64. COc1cc(NC(=O)CCc2c(C)nc3nc(C)nn3c2C)cc(OC)c1
→ i, i, -4, i, i, i, i, i, i, i, i
65. O=C(Nc1ccc(NC(=O)C2CC2)nc1)c1cccs1
→ i, i, 3, i, i, i, i, i, i, i, i
66. CN=C(Nc1cc(C)nn1-c1ccccc1)c1ccccc1
→ i, i, -6, i, i, i, i, i, i, i, i
67. C=CCNc1cc(C)oc(=O)c1C(=O)CCC
→ i, i, -2, i, i, i, i, i, i, i, i
68. O=C(Cc1ccc(Cl)cc1)NNC(=O)Nc1cccc2ccccc12
→ i, i, 0, i, i, i, i, i, i, i, i
69. CC(C)(C)C(=O)Nc1ccc(C(=O)NCc2cccnc2)cc1
→ i, i, -5, i, i, i, i, i, i, i, i
